KOR beta-arrestin-1 = KOR agonists, beta-arrestin recruitment, primary screen, cell-based, luminescence, uHTS (AID 1777). Kappa-type opioid receptor (Homo sapiens). KOR beta-arrestin recruitment, luminescence; higher % means a stronger effect. one-dose activation, % at 10 µM; EC50 in µM for titrated hits. 0.02% of 280,000 active; in the data active = activation above about 50%, passing the limit was not always enough; note: a part of the inactive calls stands beside numbers as strong as those of hits
NOD1 NF-kB reporter = NOD1 signaling inhibitors, primary screen, cell-based, luminescence, uHTS (AID 1578); NOD1-driven NF-kB luciferase reporter cells, luminescence; higher % means a stronger effect; inhibition, % at 4 µM; hits with a dose series show EC50 in µM; 1% of 290,000 active; in the data active = inhibition mostly above about 36%, no sharp cut-off; inactive = mostly below about 34%;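 note: HEK-293T reporter cells stimulated with the NOD1 agonist gamma-tri-DAP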
KOR beta-arrestin-2 = KOR antagonists, beta-arrestin recruitment, cell-based, luminescence, uHTS (AID 1778); KOR beta-arrestin recruitment, luminescence, antagonist mode; higher % means a stronger effect; inhibition, % at 10 µM, or IC50 in µM where a hit was titrated; 0.091% of 290,000 active; note: strong numbers were not always called active
NTR1 agonist = agonists of NTR1, primary screen, imaging, U2OS cells, beta-arrestin-GFP, high content (AID 493036); NTR1-U2OS beta-arrestin-GFP spot imaging, agonist mode; activation, % at 20 µM; 0.17% of 330,000 active;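 active = activation at or above 40% of the spot to cytoplasm intensity ratio, with at least 20 cells analyzed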;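 note: 0% = DMSO without peptide and 100% = 100 nM NTR1 peptide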
Target sequence (P30989 whole entry, looked up): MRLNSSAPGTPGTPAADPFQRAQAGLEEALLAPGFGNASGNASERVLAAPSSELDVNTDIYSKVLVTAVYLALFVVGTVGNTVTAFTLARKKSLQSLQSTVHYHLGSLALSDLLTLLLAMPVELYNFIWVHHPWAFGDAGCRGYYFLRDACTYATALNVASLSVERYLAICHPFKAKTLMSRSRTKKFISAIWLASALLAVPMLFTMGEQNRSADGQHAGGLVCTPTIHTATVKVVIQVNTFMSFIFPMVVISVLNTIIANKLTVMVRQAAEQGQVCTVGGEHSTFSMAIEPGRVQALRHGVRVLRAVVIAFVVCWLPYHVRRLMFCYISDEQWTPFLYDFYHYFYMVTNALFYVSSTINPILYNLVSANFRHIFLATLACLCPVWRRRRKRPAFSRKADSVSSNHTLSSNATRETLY
Yfh1-depleted yeast = enhancers of respiration in Yfh1-depleted yeast, dose response, Friedreich's ataxia, plus single-dose screen (AID 1465); S. cerevisiae Yfh1-off respiration, WST-1 reduction, 72 h; higher fold induction means a stronger effect; fold induction at 50 µM, or EC50 in µM where a hit was titrated; 0.074% of 220,000 active;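 active = fold induction of absorbance versus untreated yeast above a set limit, then at least 30% activation at any dose in follow-up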;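 note: activators that raise dye reduction in frataxin-depleted yeast; strong numbers were not always called active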
HEK293 NOD2/NF-kB = NOD2 signaling inhibitors, cell-based, luminescence, uHTS, HEK293 (AID 1566) | inhibition, % at 4 µM, or EC50 in µM where a hit was titrated | HEK293 NOD2/NF-kB luciferase reporter, luminescence; higher % means a stronger effect | 0.63% of 290,000 active; note: many of its hits are not listed in these tables
GPR55 activation = GPR55 agonists via beta-arrestin recruitment, primary screen, imaging, U2OS cells, beta-arrestin-GFP redistribution (AID 1961). G-protein coupled receptor 55 (Homo sapiens). U2OS GPR55 beta-arrestin-GFP redistribution imaging; higher % means a stronger effect. one-dose activation, % at 10 µM; EC50 in µM for titrated hits. 0.048% of 290,000 active;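 active = activation above 40% with more than 50 cells counted in the well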;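 note: U2OS osteosarcoma cells stably expressing GPR55 and beta-arrestin-GFP; plate controls were DMSO negative control for no effect and LPI positive control for full effect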
TNAP activators = human TNAP enzyme activators, primary screen, biochemical, luminescent, no phosphate acceptor, uHTS (AID 1001); purified TNAP, luminescent activation assay, no phosphate acceptor; higher activation fold means a stronger effect; 0.03% of 200,000 active; one-dose activation fold at 20 µM; EC50 in µM for titrated hits; Alkaline phosphatase, tissue-nonspecific isozyme (Homo sapiens); in the data active = activation fold from about 3, or a potency from the dose series; inactive = the rest, 99 in 100 with activation fold below about 1.6; note: many of its hits are not listed in these tables
CSM14.1 death rescue = rescue of cells from ER stress-induced death, primary screen, 384-well, CSM14.1, thapsigargin, ATP luminescence (AID 1222). cellular ATP content (survival), % at 20 µM, or EC50 in µM where a hit was titrated. 190,000 tested, under 10 active. CSM14.1 thapsigargin-induced death rescue, ATP luminescence; higher % means a stronger effect;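 active = EC50 below 50 µM in the dose-response confirmation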;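 note: death triggered by thapsigargin at about 15 µM added after 2 h compound pretreatment; cell ATP read after overnight thapsigargin exposure of roughly 18 to 22 hours; normalized against plate controls of thapsigargin alone and 5% DMSO vehicle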
NTR1 agonist cell count 20 µM = second read-out of NTR1 agonist, no call of its own (marks repeat the call); cell count; measured here: cell count, cytotoxicity flag
* marks the source's active call; other numbers are inactive results; i = inactive; / = no result given. Cut-off read from the data, not from the text of the source, unless noted: active = inhibition above about 50%; inactive = the rest. A portion of the library. The share of hits here may be higher or lower than overall.

SMILES | KOR beta-arrestin-1 | NOD1 NF-kB reporter | KOR beta-arrestin-2 | NTR1 agonist | NTR1 agonist cell count 20 µM | Yfh1-depleted yeast | HEK293 NOD2/NF-kB | GPR55 activation | TNAP activators | CSM14.1 death rescue
COC(=O)c1ccccc1NC(=O)c1cc2nc(C3CC3)cc(C(F)(F)F)n2n1 | 19.1% | -18.6% | -12.3% | 9.2 | 89 | i | 5.9% | -0.1% | 1.1 | -2.9%
CSC1=NCCCN1C(=O)c1c(-c2ccccc2Cl)noc1C | 0.1% | 2.9% | -3.3% | 0.0 | 55 | i | -27.4% | -0.2% | / | /
O=C(c1cccc([N+](=O)[O-])c1)N1CCN(Cc2ccc3c(c2)OCO3)CC1 | 2.5% | -22.1% | 3.7% | -0.4 | 38 | i | -12.8% | -0.2% | 1 | -1.7%
CCOC(=O)C(=O)/C(=C\N(C)C)c1onc(-c2ccccc2)c1C(=O)OC | -3.0% | -4.9% | -20.9% | -0.2 | 64 | i | 7.8% | 0.0% | 1.1 | 0.5%
NS(=O)(=O)c1ccc(CCNC(=O)NC23CC4CC(CC(C4)C2)C3)cc1 | -1.4% | -7.3% | 16.3% | 0.8 | 56 | i | 18.5% | 0.3% | 1.1 | -0.1%
Cc1ccc(N2C(=O)c3ccccc3C2Nc2cccnc2)nc1 (configuration not stated) | -4.0% | -6.5% | -28.4% | -2.8 | 62 | i | 5.4% | 0.3% | 1 | /
COc1ccc(C)cc1N(C(=O)Cn1nnc(-c2ccc(C)o2)n1)C(C(=O)NC1CCCC1)c1ccncc1 (configuration not stated) | 0.4% | -31.0% | 24.0% | 0.6 | 45 | / | -0.9% | -0.2% | / | /
CCN1CCc2c(sc(NC(=O)c3ccc(S(=O)(=O)N(CC)c4ccccc4)cc3)c2C(N)=O)C1 | 2.4% | 11.3% | 0.2% | 9.4 | 55 | / | 38.0% | 5.2% | / | /
O=C(Nc1nccs1)c1cn(-c2ccccc2)nc1-c1ccncc1 | -1.6% | -10.8% | -16.4% | -0.6 | 38 | i | 20.0% | -0.2% | 1.1 | -2.0%
COc1ccc(NC(=O)Cc2cccc3ccccc23)cc1 | -1.5% | -29.1% | 1.6% | 2.0 | 65 | / | 4.8% | -0.1% | / | /
CCc1ccccc1NC(=O)c1cc(-c2cccc(O)c2)on1 | -6.1% | -14.1% | 15.5% | -0.5 | 46 | i | -19.9% | -0.2% | 1.1 | -0.7%
COc1cnc(-c2ccccc2)nc1Oc1ccc(Cl)cc1C | -0.9% | 1.0% | -12.5% | 6.3 | 38 | i | -11.3% | 0.2% | 1 | -2.7%
Cn1c(SCC(=O)Nc2ccccc2F)nnc1C1CCCCC1 | -4.7% | -28.4% | 3.5% | -1.4 | 51 | / | -4.7% | 0.0% | / | /
COC(=O)c1ccc(CSc2nc3c(c(=O)n2-c2ccc(F)cc2)SCC3)o1 | 4.1% | -13.5% | 21.5% | 1.6 | 50 | i | 14.3% | 0.1% | 1.1 | 2.3%
N=c1sccn1CC(=O)NCCc1ccc(Cl)cc1Cl | 2.0% | -4.5% | -28.4% | -0.7 | 69 | i | 14.5% | 0.2% | 1.1 | 2.6%
COc1ccccc1OCCSc1nc2ccccc2n1CC(O)CO (configuration not stated) | 0.0% | 8.0% | -1.4% | -0.5 | 51 | / | 2.1% | 0.0% | / | /
COC(=O)c1cccnc1NC(=S)NNC(=O)c1ccccc1 | -0.2% | 12.9% | 19.1% | -1.8 | 80 | i | -10.8% | -0.1% | 1.1 | 0.5%
CC12CCC(C(=O)NCCN3CCCCC3)(CC1=O)C2(C)C (configuration not stated) | 6.8% | 16.7% | -81.2% | -0.3 | 50 | i | -6.1% | 0.2% | 1.1 | 3.1%
CCN1C(=O)c2ccccc2Sc2ccc(C(=O)NCCN3CCOCC3)cc21 | -3.3% | -9.7% | 22.1% | -1.4 | 49 | / | 9.9% | -0.2% | 1.1 | 0.8%
Cc1ccc(N(Cc2cc3ccc(C)cc3[nH]c2=O)S(=O)(=O)c2ccccc2)cc1 | 8.4% | -5.2% | 24.8% | 4.9 | 58 | / | 40.1% | 0.2% | / | /
NS(=O)(=O)c1ccc(CCNC(=O)CSc2ncnc3ccccc23)cc1 | 2.3% | -25.4% | -13.9% | 0.3 | 34 | i | 2.1% | 0.4% | 1 | -0.8%
COc1ccc(C2c3c(-c4cc(Cl)c(C)cc4O)n[nH]c3C(=O)N2Cc2cccnc2)cc1OC (configuration not stated) | 3.4% | -8.7% | -40.0% | 4.9 | 78 | i | 1.5% | -0.1% | 2.5 | 0.8%
CSc1ncccc1C(=O)OCC(=O)c1ccc2c(c1)NC(=O)CO2 | 5.4% | -11.0% | 9.2% | 0.8 | 53 | i | 13.5% | -0.1% | / | /
COc1cc(OC)c(/C=N/NC(=O)Cn2nc([N+](=O)[O-])cc2C)c(OC)c1 | 0.2% | -4.1% | 13.3% | 1.1 | 65 | i | 4.2% | -0.1% | / | /
Nc1ccccc1C#CCCCCO | 1.7% | -18.4% | -22.8% | 0.6 | 46 | i | 2.3% | -0.1% | 1.1 | -2.6%
O=C(CCNC(=O)c1ccccc1Cl)Nc1nc(-c2ccccc2Cl)cs1 | 13.4% | -23.1% | 11.1% | 0.0 | 73 | i | -8.5% | -0.2% | 1.1 | -1.6%
Cc1cccc(NC(=O)CN2C(=O)CCSc3ccc(S(=O)(=O)N4CCOCC4)cc32)c1C | -0.5% | -0.6% | -0.7% | 0.9 | 67 | / | 19.2% | -0.3% | / | /
Nc1c(N)c2ccccc2oc1=O | -4.3% | 0.2% | 14.0% | 2.1 | 51 | i | -8.3% | -0.2% | 1.1 | 0.5%
CCCn1nnc(NC(=O)/C=C/c2ccco2)n1 | 5.7% | -14.8% | 17.0% | -0.6 | 72 | i | -10.5% | -0.2% | / | /
O=C(N/N=C/c1cn(-c2ccccc2)nc1-c1ccccc1)c1ccco1 | -1.2% | -20.1% | -11.7% | 11.9 | 90 | i | -37.8% | -0.3% | 1 | -0.1%
Cc1ccccc1NC(=O)c1cc([N+](=O)[O-])ccc1NCCN1C(=O)CCC1=O | 2.8% | -38.1% | 0.8% | -0.3 | 26 | i | -7.1% | -0.1% | 1 | -0.5%
COc1ccc(Nc2cc(C)nc(N3CCOCC3)n2)cc1 | 2.4% | -14.1% | 23.2% | -2.0 | 77 | i | 8.0% | -0.2% | 1.1 | -1.2%
O=C(NCc1ccc2c(c1)OCO2)c1cc(-c2ccccn2)nc2ccccc12 | 6.0% | -35.5% | -34.5% | 1.1 | 72 | i | 13.8% | -0.3% | 1 | /
O=C(NCCc1cnccn1)C1CCC(=O)N(Cc2ccc(Cl)cc2)C1 (configuration not stated) | -2.5% | -23.8% | 0.9% | 0.8 | 68 | / | -0.6% | 0.3% | / | /
O=C(COc1ccc2ccc(=O)oc2c1)c1ccccc1 | 1.3% | -2.0% | 16.6% | -1.3 | 45 | i | 6.3% | 0.4% | / | /
CCOc1ccc(CCNS(=O)(=O)c2ccc3c(c2)oc(=O)n3C)cc1OCC | 0.9% | -10.0% | -35.0% | -0.5 | 55 | / | 18.5% | -0.2% | / | /
CSc1n[nH]c(NCc2ccc(Cl)cc2)n1 | 2.9% | -34.4% | -25.7% | -1.9 | 88 | i | 8.5% | -0.4% | 0.9 | -3.0%
CC(=O)Nc1cc(C(=O)NCc2ccco2)ccc1Sc1ccc(F)cc1 | 1.5% | 4.4% | 12.2% | -0.2 | 45 | i | 14.7% | 0.1% | 1 | -1.7%
Cc1nn(C)c(C)c1S(=O)(=O)N1CCCC(C(=O)N2CCN(c3ccc(Cl)cc3)CC2)C1 (configuration not stated) | -3.5% | 18.0% | -15.0% | 0.5 | 71 | i | 13.3% | 0.6% | 1.1 | /
O=C(Nc1ccc2c(c1)OCCO2)C1CCCN(S(=O)(=O)c2cnc[nH]2)C1 (configuration not stated) | -3.7% | 6.3% | -17.4% | 5.2 | 54 | i | 4.7% | 0.3% | 1 | -1.8%
Cc1ccc(-n2ncc3c(=O)n(CC(=O)N4CCN(c5ccccc5)CC4)cnc32)cc1C | -0.8% | -31.5% | -84.6% | 1.3 | 63 | i | -4.0% | 0.2% | 1.1 | -0.4%
Cc1cccc(OCC(=O)Nc2ccc3c(c2)nc2n3CCOC2)c1 | 3.4% | -16.0% | 2.8% | -0.5 | 53 | / | 1.3% | -0.1% | / | /
CCCn1cnc2c(sc3nc4c(cc32)CSC(C)(C)C4)c1=O | -1.2% | -23.2% | 36.2% | -0.6 | 42 | i | -50.3% | -0.4% | 1.1 | -2.4%
CCOC(=O)COc1ccc(S(=O)(=O)Nc2cccc(SC)c2)cc1 | 1.0% | 2.8% | -21.7% | 8.5 | 90 | i | 2.6% | -0.2% | 1.1 | 3.4%
Fc1ccc(-c2nnn(Cc3nc4ccccc4s3)n2)cc1 | -0.3% | -30.2% | 14.9% | -1.5 | 83 | i | -34.9% | -0.2% | 1.1 | -0.2%
CN(C)c1nc(C(=O)O)nc(N2CCOCC2)n1 | 2.9% | -4.4% | 22.2% | 0.0 | 72 | i | 7.2% | -0.1% | / | /
COc1ccccc1/C=C(\NC(=O)c1ccccc1)C(=O)NCc1ccco1 | -5.3% | -44.0% | 1.2% | -1.0 | 40 | / | 10.9% | -0.4% | / | /
Cc1cc(OC(F)F)ccc1NC(=O)Nc1ccc([N+](=O)[O-])cc1 | -7.4% | 16.2% | 2.2% | 10.4 | 50 | i | 49.3% | -0.3% | 1 | -3.2%

Reformatted with two lines to a compound: part of the list above
Order of values: KOR beta-arrestin-1	NOD1 NF-kB reporter	KOR beta-arrestin-2	NTR1 agonist	NTR1 agonist cell count 20 µM	Yfh1-depleted yeast	HEK293 NOD2/NF-kB	GPR55 activation	TNAP activators	CSM14.1 death rescue
Cc1cccc(OCC(=O)Nc2ccc3c(c2)nc2n3CCOC2)c1
→ 3.4%	-16.0%	2.8%	-0.5	53	/	1.3%	-0.1%	/	/
CCCn1cnc2c(sc3nc4c(cc32)CSC(C)(C)C4)c1=O
→ -1.2%	-23.2%	36.2%	-0.6	42	i	-50.3%	-0.4%	1.1	-2.4%
CCOC(=O)COc1ccc(S(=O)(=O)Nc2cccc(SC)c2)cc1
→ 1.0%	2.8%	-21.7%	8.5	90	i	2.6%	-0.2%	1.1	3.4%
Fc1ccc(-c2nnn(Cc3nc4ccccc4s3)n2)cc1
→ -0.3%	-30.2%	14.9%	-1.5	83	i	-34.9%	-0.2%	1.1	-0.2%
CN(C)c1nc(C(=O)O)nc(N2CCOCC2)n1
→ 2.9%	-4.4%	22.2%	0.0	72	i	7.2%	-0.1%	/	/

Screens (PubChem BioAssay)
